RGS4 inhibitor – inhibitors of human regulator of G protein signaling 4; P49798; Transcreener GDP fluorescence polarization, RGS4-accelerated GTP hydrolysis; Potency, µM (doses to about 114 µM), for inactives: at the highest dose activity change, negative = inhibition, most hits filed as inhibitors; 390,000 tested, 0.039% active; also: potency is read from the fitted curve at half-maximal effect; % is scaled to controls: 0 for no effect and ±100 for the full control effect; nearly all actives have a fitted effect of over 75% in size; some results filed as inactive show a strong effect at the top dose
Target sequence (P49798 whole entry, looked up): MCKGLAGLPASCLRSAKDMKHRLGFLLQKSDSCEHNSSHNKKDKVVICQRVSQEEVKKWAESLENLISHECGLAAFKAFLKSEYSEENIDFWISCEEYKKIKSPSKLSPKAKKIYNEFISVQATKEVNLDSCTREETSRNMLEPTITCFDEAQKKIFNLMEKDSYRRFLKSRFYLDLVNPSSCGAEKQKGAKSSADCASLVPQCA
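MLSMR compounds (23 nl, pin-transferred) preincubated 10 min at room temperature with a 500nM (2x) first reagent, then RGS4 at 900nM (2x) plus Transcreener GDP mix added; fluorescence polarization (620/688 nm) read before and after 90 min at 30 °C.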
Vif-APOBEC3F blk – inhibitors of Vif-A3F interaction; HeLa A3F-eYFP + Vif (tagged APOBEC3F with the HIV-1 protein that degrades it), YFP fluorescence increase; Potency, µM (series often up to 46.1 µM), inactives show at the highest dose activity, negative = active; 390,000 tested, 0.2% active; also: potency is read from the fitted curve at half-maximal effect; % of control where 0% means no effect; nearly all actives have a fitted effect of over 65% in size
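HeLa cells stably expressing Vif plus C-terminally eYFP-tagged A3F were seeded, incubated overnight at 37 deg C, dosed with compound, incubated overnight again at 37 deg C. Yellow fluorescence (Ex 488/Em 500-530) reported blocked Vif-mediated A3F-eYFP degradation.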
D2 antagonist – D2 dopamine receptor (human) antagonism; HEK293 TREx D2 cells, calcium flux, dopamine EC80; inhibition, % at 10 µM; 340,000 tested, 2% active; AID 485344; in the data active = inhibition above about 30%; also: 0% is about no effect
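Overnight-induced (tetracycline, 30 C) HEK293 T-REx cells carrying force-coupled D2 receive a no-wash calcium dye, then compound, then EC80 dopamine at 180 s; signals are read kinetically throughout.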
ERG-DNA inh – inhibitors of human ERG Ets domain-DNA interaction; P11308; fluorescence polarization, His-ERG Ets domain / labelled DNA; Potency, µM (titrated, usually from 76.9 µM), inactives show at the highest dose FP activity, negative = inhibition, actives largely listed as inhibitors; 370,000 tested, 0.028% active; active = well fitted inhibition curve with a large enough effect in the polarisation, with a control signal flat; inconclusive = small, poorly fitted or top-dose-only effect, or effect the other way, or a change in a side signal; inactive = no such curve, though single readings can be large or run the other way; the % refers to the polarisation;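 also: polarization taken with two DNA probes labelled with fluorescein and Texas red; potency is read from the fitted curve at half-maximal effect; % of control where 0% means no effect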
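His-tagged ERG Ets domain (1 uM in the protein solution; 300mM KCl, 50mM Tris-HCl, 1mM EDTA, 1mM DTT, pH 7.5) received compound, then a probe mix of 5 nM fluorescein-DNA and 100nM Texas-615-DNA. Fluorescence polarization was read for both dyes.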
GRP78 ERSR act – inducers of ER stress response in human glioma cells. AID 602332. U87-MG GRP78 promoter luciferase reporter, 16 h. 420,000 tested, 0.02% active. Potency, µM, for the others: at the top dose activation, usual class: activators; also: potency is read from the fitted curve at half-maximal effect; series mostly up to about 76 µM; % of control where 0% means no effect; nearly all actives have a fitted effect of over 35% in size
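ERSR induction read as luciferase luminescence (Bright-Glo, 10 min at room temperature) in stably transfected human U87-MG glioma cells exposed to compounds for 16 h, using GRP78 as sensor.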
D2 ag – D2 dopamine receptor (human) agonism; P14416; HEK293 T-REx D2 cells, calcium flux agonist mode; activation, % at 2 µM; 340,000 tested, 0.53% active;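 active = activation over 3 SD above normal in the single-dose calcium agonist read, cut at about 30% in these data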; also: 0% is about no effect
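HEK293 Trex D2 cells, tetracycline-induced, o/n 30 C 5% CO2; no-wash Ca dye, RT 30–90 min; 10-cycle baseline, 23 nl cpd added, kinetic Ca read 180 s; agonist hits = positive Ca response.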
Vif-APOBEC3G blk – blocks the Vif interaction with human APOBEC3G | Q9HC16 | HeLa A3G-eYFP + Vif (tagged APOBEC3G with the HIV-1 protein that degrades it), YFP fluorescence, overnight | Potency, µM (top dose mostly 46.1 µM), for the others: at the top dose activity, negative = active, hits mostly inhibitors | 410,000 tested, 0.076% active | AID 602310;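 also: potency is read from the fitted curve at half-maximal effect; % is scaled to controls: 0 for no effect and ±100 for the full control effect; nearly all actives have a fitted effect of over 60% in size; hits raise eYFP signal because A3G escapes Vif-driven loss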
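Read-out is eYFP fluorescence (Ex 488/Em 500-530) from Vif-expressing HeLa A3G-eYFP cells; more signal means A3G escaped Vif-mediated degradation. Cells plated overnight, compound pinned in, incubated overnight at 37 deg C.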
LDHA inh – blocks human lactate dehydrogenase A. AID 1347041. 480,000 tested, 0.15% active. activity change, % (values are at about 110 or 230 µM). purified LDHA, NADH/diaphorase-resazurin fluorescence; stronger effect = lower value; in the data active = activity change below about -30%; inconclusive = mostly about -25% to -30%;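 also: plate controls were DMSO wells for no effect and wells without enzyme for full effect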
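Remaining NADH was detected by diaphorase (0.133 mg/mL) converting 37 µM resazurin to fluorescent resorufin, read at 0 and 20 minutes. The preceding 5-minute room-temperature reaction used 2 nM LDHA, 0.2 mM sodium pyruvate and 0.06 mM NADH at pH 7.4.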
12-LOX inh – ALOX12 (human) lipoxygenase inhibition | P18054 | purified 12hLO, xylenol orange hydroperoxide absorbance | Potency, µM (titrated, usually from 108 µM), inactives show at the top dose activity change, negative = inhibition, hits mostly inhibitors | 580,000 tested, 1.1% active | AID 1671190; also: potency is read from the fitted curve at half-maximal effect; % is scaled to controls: 0 for no effect and ±100 for the full control effect
Target sequence (P18054 whole entry, looked up): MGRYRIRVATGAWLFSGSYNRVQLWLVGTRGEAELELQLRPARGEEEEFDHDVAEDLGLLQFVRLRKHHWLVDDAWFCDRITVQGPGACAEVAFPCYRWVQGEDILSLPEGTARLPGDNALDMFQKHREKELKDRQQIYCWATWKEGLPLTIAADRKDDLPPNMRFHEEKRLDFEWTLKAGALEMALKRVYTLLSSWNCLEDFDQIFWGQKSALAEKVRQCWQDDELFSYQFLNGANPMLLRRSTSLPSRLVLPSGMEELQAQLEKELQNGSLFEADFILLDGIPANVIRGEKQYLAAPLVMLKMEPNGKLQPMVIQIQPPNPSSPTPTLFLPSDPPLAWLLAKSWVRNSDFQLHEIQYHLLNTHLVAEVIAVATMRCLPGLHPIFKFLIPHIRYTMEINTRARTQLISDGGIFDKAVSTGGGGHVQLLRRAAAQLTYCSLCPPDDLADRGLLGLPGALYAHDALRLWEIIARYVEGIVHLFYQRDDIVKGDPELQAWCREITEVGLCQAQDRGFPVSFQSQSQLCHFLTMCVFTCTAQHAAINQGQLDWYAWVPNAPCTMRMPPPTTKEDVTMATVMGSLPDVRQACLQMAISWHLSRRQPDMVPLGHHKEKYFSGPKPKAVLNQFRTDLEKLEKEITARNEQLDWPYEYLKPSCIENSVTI
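Purified human 12hLO at 150 nM in 25 mM Hepes, 0.01% Triton X-100, pH 7.0, preincubated 15 min at room temperature with compound. Reaction started with 40 uM arachidonic acid, 30 min at room temperature. Hydroperoxide measured by Fe-xylenol orange, 573/405 nm absorbance ratio.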
Starred values were filed as active, the others as inactive; ? = inconclusive; nt = not tested or not shown; & = joins results of further samples; [ ] = another dose, or the depositor's remark. Unless noted, calls follow the shape of the dose curve; as a rule, active = well fitted curve in the direction sought with a large enough effect; inconclusive = small, poorly fitted or top-dose-only effect, or another doubt; inactive = no such curve, though single readings can be large; an effect the other way counts as inactive or inconclusive.

Screens in order: LDHA inh, 12-LOX inh, RGS4 inhibitor, D2 antagonist, D2 ag, Vif-APOBEC3F blk, ERG-DNA inh, Vif-APOBEC3G blk, GRP78 ERSR act
NC(CSC12CC3CC(CC(C3)C1)C2)C(=O)O (configuration not stated)
→ -9, -19%, -4%, 8, 0.2, 0%, nt, 0%, -3%
CCCC(=O)Nc1ccc(NCc2ccc(C)s2)cc1
→ -1, ?, 6%, nt, nt, -3%, 18%, -1%, 4%
O/N=C(\C[n+]1ccccc1)c1ccc(Br)cc1
→ -11, 12%, 17%, -2, -3.3, 5%, 4%, 4%, -4%
COCC1CCCCN1C(=O)c1cccc(OC2CCN(C(=O)C3CC3)CC2)c1 (configuration not stated)
→ 5, -8%, -13%, -14, 0.1, 10%, 10%, 0%, 8%
COc1ccc(OC(C)C(=O)NC2CCCCCC2)cc1 (configuration not stated)
→ -1, 115%[activator], -13%, nt, nt, 0%, -5%, 2%, 4%
COCCNc1ncnc2c1cnn2-c1cc(Cl)ccc1C
→ 3, -23%, -9%, nt, 0.5, -12%, -1%, -7%, -1%
CCC(=O)Oc1ccc2ccccc2c1CNC(=O)c1ccccc1
→ -10, -2%, 4%, -7, -1.7, 3%, nt, -4%, -1%
COc1ccc(NC(=O)c2cc(-c3ccccc3F)no2)cc1
→ -6, -9%, -12%, nt, 0.5, -9%, 10%, -4%, 1%
COC(=O)C1=C(C)NC2=C(C(=O)CCC2)C1c1coc2ccccc2c1=O (configuration not stated)
→ 2, ?, -2%, -18, 0.5, -12%, 6%, 0%, -1%
O=C1c2ccccc2NC(c2ccc3c(c2)OCO3)N1Cc1ccco1 (configuration not stated)
→ -3, nt, -4%, nt, nt, nt, nt, 4%, -3%
CCCOc1ccc(/C=C/C(=O)NC2CCCCC2)cc1
→ -2, 241%[activator], 2%, -8, -0.1, 4%, -2%, -1%, 2%
Fc1ccc(COc2ccccc2C(=S)N2CCCC2)cc1
→ -7, ?, ?, 2, -0.8, -6%, -2%, 0%, 3%
O=C(Nc1cccc2nsnc12)c1cccnc1
→ 2, 4%, 4%, 4, 1.1, 0%, -4%, 0%, -5%
CC(C)CCNC(=O)C1CCN(C(=O)N2CCOc3ccc(Cl)cc32)CC1
→ -3, 8%, 10%, nt, 0.1, -4%, 11%, -3%, -3%
CCCCOc1ccccc1C(=O)NCCCCCC(=O)O
→ 1, 18%, 2%, -3, 0.8, 2%, 0%, 6%, 1%
CN1C(=O)CSC1=Nc1cccc(Cl)c1
→ -11, ?, 9%, 0, -3.3, 4%, -10%, -9%, 2%
COc1cc(NC(=O)c2cccnc2SC)cc(OC)c1
→ -6, -20%, 5%, 15, -0.6, -3%, 2%, -2%, -3%
Cc1onc(-c2c(Cl)cccc2Cl)c1NC(=O)NNc1ccccn1
→ 0, 0%, -13%, 10, 0.4, 10%, -3%, 0%, -3%
CCC(C(=O)NC1CCCC1)N(C(=O)Cn1nnc(-c2ccc(C)cc2)n1)C1CCCC1 (configuration not stated)
→ -2, 26%, -26%, nt, nt, 5%, -6%, -2%, -6%
Cc1cccc(NC(=O)CN(C)S(=O)(=O)c2ccc3c(c2)c(=O)n(C)c(=O)n3C)c1C
→ 4, -23%, -27%, nt, 5.3, 1%, 2%, -3%, -3%
COc1ccc(S(=O)(=O)Nc2ccc(S(=O)(=O)Nc3nc(C)cc(C)n3)cc2)cc1OC
→ 1, 6%, -34%, 8, 0.2, -1%, nt, 1%, -1%
Nc1nc(C2C(=O)CCCC2=O)cs1
→ 15, ?, -17%, -16, -0.2, 3%, -2%, 0%, 3%
COc1ccc(/C=N/Nc2cc(C)nc(N3CCOCC3)n2)cc1
→ -2, -24%, -15%, 2, -1.7, 4%, 10%, -8%, 4%
NC(=O)[C@@H]1CCCN1C(=O)c1cc(COc2ccc(F)cc2F)on1
→ -6, -27%, 14%, 12, -0.1, 9%, -4%, -2%, 0%
CC(=O)Nc1ccc(/C=N/Nc2nc3ccccc3s2)cc1
→ -1, 18%, -15%, 7, 0.4, -4%, 1%, -2%, -1%
COc1ccc(C(=O)C2CCCN(Cc3ccc4c(c3)OCCO4)C2)cc1F (configuration not stated)
→ -1, -1%, -2%, -4, 0.8, 2%, -12%, 5%, -4%
c1cc(-n2cnnn2)ccc1NC1=NCCC1
→ 3, 0%, 20%, -6, 2.4, nt, -1%, -2%, -4%
COc1ccc(-n2c(SCc3ccccc3F)nc3c([nH]c4ccccc43)c2=O)cc1
→ -8, -8%, 19%, nt, -1.0, -6%, 3%, -1%, -2%
CN(Cc1ccccc1)C(=O)c1ccc(NC(=O)Cc2cccc(NC(=O)C3CCCN(C(=O)CCc4ccccc4)C3)c2)cc1 (configuration not stated)
→ 0, -6%, -6%, -7, -0.9, 8%, -3%, 1%, -3%
O=C1CSc2ccc(S(=O)(=O)N3CCN(c4ccccc4)CC3)cc2N1
→ -3, 7%, -11%, -12, 5.1, 8%, 8%, -1%, -2%
CCCC(=O)NCCc1cc2cc(C)c(C)cc2[nH]c1=O
→ -5, -14%, 17%, -12, 0.9, 7%, -18%, 0%, 0%
Cc1cccc(S(=O)(=O)NCCc2cn3ccccc3n2)c1
→ -1, -6%, -13%, 32*, -2.5, -8%, -1%, 0%, -2%
COc1cccc(NC(=O)[C@@H]2CCC(=O)N2C2OC(=O)c3ccccc32)c1 (some centres not stated)
→ 0, 3%, -7%, 24, -0.5, -7%, 1%, 3%, -4%
COc1ccc(NC(=O)CCSc2nc(-c3ccco3)cc(C(F)(F)F)n2)cc1OC
→ 10&-6, 27%&-19%, 10%, nt, -0.7, -1%, 9%, -2%, -1%
COc1ccc2c(=O)c(N3C(=O)c4ccccc4C3=O)c(C)oc2c1
→ -3, 0%[57.4 µM], 6%, 0, -0.6, 8%, -5%, -1%, -6%
CCCCNC(=O)N1CCC(CCC(=O)N(C)Cc2ccccc2)CC1
→ -8, 11%, -1%, -1, 0.9, 3%, 1%, -1%, -4%
COc1ccc(S(=O)(=O)N(C(=O)c2ccncc2)c2ccc3oc(C)c(C(C)=O)c3c2)cc1
→ -5, ?, 15%, nt, -2.0, ?, 5%, -6%, -2%
CN1CCCN(C(=O)c2cccc(Cl)c2)CC1
→ -6, 16%, 7%, 4, 0.1, 1%, -10%, -5%, -4%
O=C(COC(=O)c1nc(Cl)ccc1Cl)Nc1cccc(S(=O)(=O)N2CCOCC2)c1
→ 0, 0%, -6%, nt, nt, -3%, -1%, -1%, -2%
CC(C)(C)OC(=O)[C@H](Cc1ccccc1)NC(=O)c1ncn2c1c(=O)[nH]c1ccc(Br)cc12
→ -3, ?, nt, nt, nt, -14%, nt, 1%, -1%
O=C(Cc1c[nH]c2ccccc12)N/N=C/c1cccc(F)c1
→ -1, -20%, -24%, 7, 0.8, 0%, -6%, -6%, 0%
COc1ccccc1C1=NN(C(=O)c2ccccc2)C(c2ccc(Br)cc2)C1 (configuration not stated)
→ -3, nt, -8%, 1, -0.8, 0%, 6%, -1%, 1%
CN(C)S(=O)(=O)N1CCC(Oc2ccc(C(=O)NC3CCOC(C)(C)C3)cc2)CC1 (configuration not stated)
→ -1, -24%, -14%, 1, 1.4, -4%, 3%, 2%, -2%
O=C(CSc1nccc(=O)[nH]1)Nc1cc(C(F)(F)F)ccc1N1CCOCC1
→ -1, -5%, -2%, 13, 0.5, -20%, -1%, -4%, 0%
Fc1ccccc1N1CCN(c2ncnc3nc[nH]c23)CC1
→ 1&-9, 2%&19%, -5%, 0, 0.6, -10%, -11%, -12%, -4%
O=C(CN1CCN(S(=O)(=O)c2cccc(Cl)c2)CC1)N1CCCCC1
→ 0, 0%, 9%, 14, 0.6, 2%, 3%, 0%, -4%
Cc1cccc(NC(=O)Nc2ccncc2)c1
→ -4, 0%, 2%, -1, -0.3, 0%, -1%, 0%, 1%
Cc1ccc(NC(=O)CSc2[nH]c(=O)ncc2C)cc1
→ -13, -3%, -1%, nt, 0.6, ?, 0%, -7%, 10%
Cc1ccc(CN(Cc2ccco2)C(=O)c2ccc(OCC(C)C)cc2)cc1
→ 2, ?, 2%, nt, nt, 5%, 0%, 0%, 0%
Cc1cccc(C)c1OCc1cc(C(=O)N2CCCCCCC2)no1
→ 1, 0%, -1%, 3, -1.3, 9%, -3%, -1%, -3%
CCCC(=O)Nc1ccc(S(=O)(=O)N2CCC(c3nc4ccccc4[nH]3)CC2)cc1
→ 2, 8%, -4%, -4, 0.2, 8%, -20%, 0%, -2%
Nc1[nH]n(-c2ccccc2)c(=O)c1N=Nc1ccc2ncsc2c1
→ -1, -22%, 5%[11.4 µM], -12, -0.5, -2%, -2%, -12%, 0%

Not all compounds are listed. The share of hits here may be higher or lower than overall.
